# POLK inh = blocks human DNA polymerase kappa activity | Potency, µM (top dose mostly 107 µM), for inactives: at the top dose activity, negative = inhibition, usual class: inhibitors | purified Pol kappa, fluorescent DNA synthesis assay, 10 min | 400,000 tested, 0.53% active | Q9UBT6; further: potency means the concentration at half of the fitted maximal effect; on the % scale 0 is the no-effect control and ±100 the full control effect
#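 Kinetic fluorescence screen: compound preincubated 15 min RT with 10 nM enzyme; 50 nM substrate (final) initiates; reads at 0/10 min.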
# BLM helicase inh = blocks DNA unwinding by human BLM helicase; AID 2528; Potency, µM (doses to about 56.1 µM), for the others: top-dose activity change, negative = inhibition, most hits filed as inhibitors; P54132; 350,000 tested, 0.2% active; recombinant BLM DNA unwinding, fluorescence dequenching;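 further: potency means the concentration at half of the fitted maximal effect; plate controls were vehicle for no effect and no enzyme for full effect; nearly all actives have a fitted effect of over 35% in size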
# LDHA block = blocks human lactate dehydrogenase A. 480,000 tested, 0.15% active. AID 1347041. purified LDHA, NADH/diaphorase-resazurin fluorescence; hits give low values. activity change, % (values are at about 110 or 230 µM); in the data active means activity change below about -30%; inconclusive means mostly about -25% to -30%;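 further: plate controls were DMSO wells for no effect and wells without enzyme for full effect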
#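 Resorufin fluorescence (ex540/em590), read at 0 and 20 min after diaphorase/resazurin addition, reports the NADH left after a 5 min room-temperature reaction of 2 nM human LDH5 with 0.06 mM NADH and 0.2 mM pyruvate.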
# APEX1 inh = inhibitors of human APE1 endonuclease. P27695. recombinant APE1, TAMRA/BHQ-2 abasic DNA cleavage fluorescence. Potency, µM (top dose mostly 65.8 µM), without a hit: at the top dose activity change, negative = inhibition, most hits filed as inhibitors. 350,000 tested, 0.35% active. AID 2517;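 further: potency means the concentration at half of the fitted maximal effect; plate controls were vehicle for no effect and reference inhibitor for full effect; nearly all actives have a fitted effect of over 55% in size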
# Target sequence (P27695 whole entry, looked up): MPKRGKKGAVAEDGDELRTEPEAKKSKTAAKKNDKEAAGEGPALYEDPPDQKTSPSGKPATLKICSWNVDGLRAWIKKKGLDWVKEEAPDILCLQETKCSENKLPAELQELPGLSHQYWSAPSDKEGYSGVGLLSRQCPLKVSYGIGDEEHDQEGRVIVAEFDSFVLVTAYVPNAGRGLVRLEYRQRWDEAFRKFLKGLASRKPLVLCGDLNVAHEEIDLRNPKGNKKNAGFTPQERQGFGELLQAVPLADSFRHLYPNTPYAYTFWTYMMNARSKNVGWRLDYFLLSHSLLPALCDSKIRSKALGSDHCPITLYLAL
#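 Quantitative HTS: incision of a TAMRA/BHQ-2 double-stranded substrate bearing a tetrahydrofuran abasic site by 0.75 nM APE1 raises fluorescence. Substrate 50 nM final, added after 15 min compound preincubation at room temperature; progress as third-minus-first kinetic read difference.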
# POLI inh = inhibitors of human DNA polymerase iota | Potency, µM (doses to about 115 µM), without a hit: at the highest dose activity, negative = inhibition, actives largely listed as inhibitors | Pol iota fluorescent replication assay, 10 min | 390,000 tested, 1% active | AID 588590; further: potency means the concentration at half of the fitted maximal effect
#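 Fluorescent replication assay read twice, at 0 min and 10 min after adding 50 nM (final) substrate. Enzyme (10 nM) and compounds were first incubated 15 min at room temperature; enzyme-free buffer wells were negative controls.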
# POLH inh = blocks human DNA polymerase eta activity. Q9Y253. recombinant Pol eta, fluorescent DNA replication assay. Potency, µM (top dose mostly 114 µM), for inactives: at the top dose activity change, negative = inhibition, actives largely listed as inhibitors. 390,000 tested, 1.2% active. AID 588591; further: potency means the concentration at half of the fitted maximal effect; on the % scale 0 is the no-effect control and ±100 the full control effect
# Target sequence (Q9Y253 whole entry, looked up): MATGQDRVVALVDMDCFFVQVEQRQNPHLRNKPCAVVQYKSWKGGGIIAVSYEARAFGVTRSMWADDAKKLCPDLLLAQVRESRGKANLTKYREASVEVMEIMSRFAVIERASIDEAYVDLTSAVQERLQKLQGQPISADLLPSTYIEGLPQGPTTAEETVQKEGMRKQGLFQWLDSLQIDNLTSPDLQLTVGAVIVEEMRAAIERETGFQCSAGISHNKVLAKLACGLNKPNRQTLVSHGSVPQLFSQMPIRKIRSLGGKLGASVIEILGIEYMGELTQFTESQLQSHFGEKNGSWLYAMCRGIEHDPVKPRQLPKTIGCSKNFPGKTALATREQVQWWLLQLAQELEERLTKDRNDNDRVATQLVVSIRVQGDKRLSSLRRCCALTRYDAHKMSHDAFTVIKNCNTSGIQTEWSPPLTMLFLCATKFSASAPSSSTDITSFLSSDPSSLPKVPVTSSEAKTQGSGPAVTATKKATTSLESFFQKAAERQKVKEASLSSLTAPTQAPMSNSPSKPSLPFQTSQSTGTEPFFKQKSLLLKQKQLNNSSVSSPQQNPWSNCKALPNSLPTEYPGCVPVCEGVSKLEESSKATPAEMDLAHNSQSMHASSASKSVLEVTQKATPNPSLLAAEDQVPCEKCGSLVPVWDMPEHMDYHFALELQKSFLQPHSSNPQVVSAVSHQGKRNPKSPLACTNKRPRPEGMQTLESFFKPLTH
#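 Fluorescent replication assay: 50 nM final substrate added after a 15 min room-temperature compound preincubation with 10 nM enzyme. Signal taken at 0 min and again at 10 min.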
# GRP78 ERSR act = inducers of ER stress response in human glioma cells. Potency, µM, for inactives: at the top dose activation, usual class: activators. AID 602332. U87-MG GRP78 promoter luciferase reporter, 16 h. 420,000 tested, 0.02% active; further: potency means the concentration at half of the fitted maximal effect; series mostly up to about 76 µM; % of control where 0% means no effect; nearly all actives have a fitted effect of over 35% in size
#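 Stably transfected U87-MG human glioma cells carrying a GRP78-based luminescent sensor were seeded at 1000 cells/well, pin-dosed with compounds and incubated 16 h. Luciferase reagent was then added, and end-point luminescence was read after 10 min at room temperature.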
# Pol beta inh = DNA polymerase beta (human) inhibition; Pol beta primer extension/strand displacement, fluorescence kinetic; 340,000 tested, 1.3% active; Potency, µM (titrated, usually from 114 µM), without a hit: at the highest dose activity change, negative = inhibition, usual class: inhibitors; further: potency means the concentration at half of the fitted maximal effect; on the % scale 0 is the no-effect control and ±100 the full control effect
#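 Reaction started by 50 nM substrate onto compound-treated Pol beta (10 nM, 15 min preincubation, room temperature); plates read at 0 min and 10 min. Normalized concentration-effect data fitted by four-parameter Hill equation.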
# Anesthetic bind = candidate novel general anesthetic via apoferritin binding. Potency, µM (top dose mostly 77.5 µM), inactives show at the top dose activity change, negative = displacement, most hits filed as inhibitors. apoferritin/1-aminoanthracene competitive binding, fluorescence. AID 485281. 350,000 tested, 0.074% active. P02791; further: potency means the concentration at half of the fitted maximal effect; on the % scale 0 is the no-effect control and ±100 the full control effect; nearly all actives have a fitted effect of over 20% in size
#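 In PBS, apoferritin at 10 uM is loaded with 1-AMA from a 50% saturated solution. After 10 min of compound exposure at ambient temperature, reduced 535 nm fluorescence indicates probe displacement.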
# * hit, by the source's call; ? = inconclusive; / = not tested or not shown; [ ] = another dose, or the depositor's remark. Unless noted, the call rests on the fitted dose curve; in most records, active means well fitted curve in the direction sought with a large enough effect; inconclusive means small, poorly fitted or top-dose-only effect, or another doubt; inactive means no such curve, though single readings can be large; an effect the other way counts as inactive or inconclusive. An excerpt. The share of hits here may be higher or lower than overall.
1) Cc1ccc(NC(=O)CSc2nnc(COc3ccc(C#N)cc3)n2-c2ccccc2)cc1C
2) COc1cc(/C=N/Nc2nc(N3CCCC3)nc(N3CCCC3)n2)ccc1O
3) CCOc1ccc2ccccc2c1/C=N/NC(=O)CNC(=O)c1ccccc1F
4) O=C(CSc1ccc([N+](=O)[O-])cc1)c1ccccc1
5) Cc1ccc(OCC(=O)Nc2ccc(OCc3cc(=O)n4cccc(C)c4n3)cc2)cc1C
6) CC(C)c1nnc(NC(=O)C2CCN(C(=O)C(C)(C)C)CC2)s1
7) CCOC(=O)CC1=NC(=O)CS1
8) Cc1cc(=O)n2nc(N3CCCC(C(=O)N4CCOCC4)C3)sc2n1 (stereo unspecified)

Assay by compound,1,2,3,4,5,6,7,8
POLK inh,-17%,-7%,-25%,-9%,-4%[60.1 µM],-5%,-10%,-20%
BLM helicase inh,-5%,-2%,-5%,/,-13%,/,2%,-2%
LDHA block,-13,3,-3,-12,1,-13,-3,-3
APEX1 inh,-11%,-2%,3%,/,/,/,4%,-3%
POLI inh,-1%,3%,-10%,7%,12%,4%,11%,8%
POLH inh,-5%,-7%,-7%,-9%,0%,/,-15%,-4%
GRP78 ERSR act,-3%,-3%,0%,2%,0%,-2%,-2%,-1%
Pol beta inh,8%,-24%,-14%,/,1%,/,6%,?
Anesthetic bind,-2%,-6%,51%[activator],/,-5%,/,-6%,-4%

9) CC(=O)c1cc(CN2CCN(C3CCN(C(C)C)CC3)C(CCO)C2)cs1 (stereo unspecified)
10) CC(C)N1CCC(N2CCN(Cc3cc(F)ccc3-n3cccn3)CC2CCO)CC1 (stereo unspecified)
11) C/C(=N\NC(=O)c1cc(-c2ccccn2)nc2ccccc12)c1cccc([N+](=O)[O-])c1
12) Cc1cccc(Oc2coc3cc(OCC(=O)NC4CCCCC4)ccc3c2=O)c1
13) COC1CCN(Cc2c(C(=O)N3CCc4ccccc4C3)nc3ccc(Cl)cn23)CC1
14) COc1ccc(OC)c(S(=O)(=O)N2Cc3ccccc3CC2C(=O)Nc2ccc(Cl)cc2)c1 (stereo unspecified)
15) COc1ccc(CNC(=O)c2ccc(NC(=O)C3CCCO3)cc2)cc1 (stereo unspecified)
16) COc1ccc(C(C)N2CC34C=CC(O3)C(C(=O)OCC(C)C)C4C2=O)cc1 (stereo unspecified)

Assay by compound,9,10,11,12,13,14,15,16
POLK inh,-2%,-8%,-12%,-23%,-10%,-4%,-13%,/
BLM helicase inh,-4%,-3%,2%,-2%,0%,-12%,1%,0%
LDHA block,-5,-7,-6,-6,-4,-6,-3,/
APEX1 inh,-1%,-16%,0%,/,10%,/,-1%,-4%
POLI inh,2%,114%[activator],83%[activator],-25%,23%,-13%,12%,/
POLH inh,-7%,13%,8%,5%,-15%,/,-4%,/
GRP78 ERSR act,1%,-4%,-3%,-1%,-4%,/,0%,/
Pol beta inh,16%,11%,0%,25%,36%,22%,-17%,30%
Anesthetic bind,-4%,-5%,-15%,?,-7%,40%[activator],5%,-11%

17) CC(N=Cc1cccc(O)c1O)c1ccccc1 (stereo unspecified)
18) O=C(COC(=O)CCC(=O)c1ccc(F)cc1)Nc1nnc(-c2ccccc2)o1
19) COCCn1c(=O)[nH]c(=O)c2c1nc(-c1ccc(-c3ccc(Cl)cc3[N+](=O)[O-])o1)n2Cc1ccccc1
20) COc1ccccc1CNC(=O)CCC1N=C2c3ccccc3N=C(SCc3ccc(Cl)cc3)N2C1=O (stereo unspecified)
21) COc1ccc(CCC(=O)NNC(=O)Cn2nc(C)cc2C)cc1
22) O=C(COC(=O)c1ncc(Cl)c(Cl)c1Cl)NNC(=O)c1ccccc1
23) CCCCCCCCCOC(=O)C[n+]1csc(CCO)c1C
24) CCCN(CCC)c1nc2ccccc2nc1C(C#N)C(=O)OCCOC (stereo unspecified)

Assay by compound,17,18,19,20,21,22,23,24
POLK inh,13µM*,1%,-13%,2%[60.1 µM],-7%,-12%,0%,-23%
BLM helicase inh,-10%,/,-20%,-6%,-3%,/,4%,-1%
LDHA block,66,2,16,-1,-12,-3,-6,1
APEX1 inh,14µM*,18%,9%,/,-12%,-12%,-1%,-1%
POLI inh,8.9µM*,74%[activator],33%[activator],-17%,9%,-3%,12%,12%
POLH inh,?,-12%,?,-16%,0%,-11%,-2%,?
GRP78 ERSR act,9%,0%,-5%,1%,-1%,-4%,-1%,-6%
Pol beta inh,2.5µM*,/,6%,-24%,38%,/,18%,5%
Anesthetic bind,-9%,/,-17%,?,-3%,/,-2%,-14%

25) O=c1cc(O)nc(-c2ccccc2)s1
26) CCCCC(CCC(=O)Nc1nccs1)C(=O)O (stereo unspecified)
27) CCOc1ncccc1C(=O)OCC(=O)Nc1ccc(S(=O)(=O)N2CCCC2)cc1
28) COc1ccc(CCNC(=O)CCS(=O)(=O)c2ccc(C)cc2)cc1OC
29) Cc1cccc(NC(=O)Cc2nnc(NC(=O)Nc3ccccc3F)s2)c1
30) C=CCN(CC(=O)NCC1CCCO1)C(=O)CCC(=O)Nc1cc(C)on1 (stereo unspecified)
31) COc1ccc(C2CC(c3ccccc3)Oc3cc(C)c(Cl)c(C)c32)cc1 (stereo unspecified)
32) CCOC(=O)N1CCC(NC(=O)c2ccc3c(c2)N(C)C(=O)/C(=C/c2cccc(OC)c2)S3)CC1

Assay by compound,25,26,27,28,29,30,31,32
POLK inh,-18%,-3%,-10%,-7%,0%,-13%,2%,7%
BLM helicase inh,-1%,2%,/,-1%,1%,-2%,-2%,-2%
LDHA block,-5,0,-7,-2,0,-3,/,-1
APEX1 inh,0%,2%,17%,2%,15%,1%,20%,40%
POLI inh,194%[activator],16%,7%,19%,18%,68%[activator],13%,33%[activator]
POLH inh,-15%,-10%,-1%,3%,-15%,-20%,/,-9%
GRP78 ERSR act,-4%,-5%,-1%,0%,-1%,-3%,-4%,1%
Pol beta inh,1%,5%,/,5%,34%[activator],-5%,/,0%
Anesthetic bind,-2%,-3%,/,3%,-4%,-12%,14%,-9%

33) O=[N+]([O-])c1ccc(NN=Cc2ccc(O)cc2)nc1
34) COc1cccc(CSc2nnnn2-c2ccc(O)cc2)c1
35) CCOc1ccc(/C=N/NC(=O)c2cc(-c3ccco3)nc3ccccc23)cc1
36) O=C(O)/C=C/c1cn(Cc2ccccc2)nc1-c1cccnc1
37) NS(=O)(=O)c1ccc(CNC(=O)c2sccc2-c2ccccc2)cc1
38) O=C(COc1ccccc1[N+](=O)[O-])Nc1ccccc1N1CCCC1
39) CN1CCN(C(c2ccc(Cl)cc2Cl)c2sc3nc(-c4ccco4)nn3c2O)CC1 (stereo unspecified)
40) CC1CCN(c2cc(N3CCOCC3)c([N+](=O)[O-])cc2F)CC1

Assay by compound,33,34,35,36,37,38,39,40
POLK inh,-13%,-17%,-4%,-3%,-14%,-2%,-3%[60.1 µM],-15%
BLM helicase inh,/,-6%,-5%,1%,1%,-3%,1%,1%
LDHA block,-13,1,-4,-7,-5,2,-10,0
APEX1 inh,/,-2%,4%,-2%,-10%,-5%,/,4%
POLI inh,?,81%[activator],?,42%[activator],15%,56%[activator],19%,?
POLH inh,?,3%,-7%,-20%,-8%,-21%,-18%,-16%
GRP78 ERSR act,-1%,1%,5%,1%,-5%,-7%,-3%,-7%
Pol beta inh,/,8%,15%,29%,10%,-10%,1%,11%
Anesthetic bind,/,-10%,51%[activator],-4%,-3%,-22%,-5%,?

# Full records, quoted from the list:
# Shown for O=C(COc1ccccc1[N+](=O)[O-])Nc1ccccc1N1CCCC1 : POLK inh = -2%; BLM helicase inh = -3%; LDHA block = 2; APEX1 inh = -5%; POLI inh = 56%[activator]; POLH inh = -21%; GRP78 ERSR act = -7%; Pol beta inh = -10%; Anesthetic bind = -22%
# Shown for COc1cccc(CSc2nnnn2-c2ccc(O)cc2)c1 : POLK inh = -17%; BLM helicase inh = -6%; LDHA block = 1; APEX1 inh = -2%; POLI inh = 81%[activator]; POLH inh = 3%; GRP78 ERSR act = 1%; Pol beta inh = 8%; Anesthetic bind = -10%

# Next part.
41) CCn1ccnc1[C@@H]1C[C@H]2CN(Cc3ccccc3OC)C(=O)[C@]23CCCN13
42) CC(CCc1ccccc1)NC(=O)CN1C(=O)NC2(CCCCC2)C1=O (stereo unspecified)
43) COc1ccc(-c2csc(NC(=S)NC(=O)c3ccc(S(=O)(=O)N(C)C)cc3)n2)cc1OC
44) O=C1CSC(c2cccnc2)N1c1ccccc1 (stereo unspecified)
45) Cc1nc(NC(=O)c2ccccc2O)sc1C
46) O=C(O)COc1cnc2ccccc2n1
47) Cc1ccc(Cn2cnc3c(oc4ccccc43)c2=O)cc1
48) CC(C)(C)NC(=O)/C=C/c1ccc(C(F)(F)F)cc1

Assay by compound,41,42,43,44,45,46,47,48
POLK inh,-2%,7%,2%,-16%,4%,-9%,-1%,-2%
BLM helicase inh,-1%,1%,-6%,0%,-1%,-13%,-5%,-5%
LDHA block,-4,-3,-3,-1,3,-4,-5,-2
APEX1 inh,21%,-6%,-10%,-4%,69%[activator],?,/,7%
POLI inh,5%,84%[activator],-11%,-4%,-21%,3%,14%,67%[activator]
POLH inh,-20%,-25%,-22%,3%,-7%,15%,-16%,-21%
GRP78 ERSR act,-1%,0%,-3%,0%,8%,-1%,3%,6%
Pol beta inh,51%,19%,84%,-2%,5%,8%,0%,-1%
Anesthetic bind,-5%,-12%,-21%,5%,20%,-1%,-4%,-3%

# Fetched by compound from the entries so far:
41) CCn1ccnc1[C@@H]1C[C@H]2CN(Cc3ccccc3OC)C(=O)[C@]23CCCN13
48) CC(C)(C)NC(=O)/C=C/c1ccc(C(F)(F)F)cc1
47) Cc1ccc(Cn2cnc3c(oc4ccccc43)c2=O)cc1
44) O=C1CSC(c2cccnc2)N1c1ccccc1 (stereo unspecified)

Assay by compound,41,48,47,44
POLK inh,-2%,-2%,-1%,-16%
BLM helicase inh,-1%,-5%,-5%,0%
LDHA block,-4,-2,-5,-1
APEX1 inh,21%,7%,/,-4%
POLI inh,5%,67%[activator],14%,-4%
POLH inh,-20%,-21%,-16%,3%
GRP78 ERSR act,-1%,6%,3%,0%
Pol beta inh,51%,-1%,0%,-2%
Anesthetic bind,-5%,-3%,-4%,5%
